RORg inh = qHTS for inhibitors of ROR gamma transcriptional activity. AID 2551, 2010. Potency, µM (titrated, usually from 53.6 µM), for the others: at the highest dose activity change, negative = inhibition, most hits filed as inhibitors. Drosophila S2 Gal4-RORgamma UAS-luciferase reporter, 20 h. Nuclear receptor ROR-gamma (Mus musculus), P51450. 5.4% of 310,000 active; also: potency is read from the fitted curve at half-maximal effect; % is scaled to controls: 0 for no effect and ±100 for the full control effect; nearly all actives have a fitted effect of over 60% in size
Target sequence (P51450 whole entry, looked up, the tested form may be a part): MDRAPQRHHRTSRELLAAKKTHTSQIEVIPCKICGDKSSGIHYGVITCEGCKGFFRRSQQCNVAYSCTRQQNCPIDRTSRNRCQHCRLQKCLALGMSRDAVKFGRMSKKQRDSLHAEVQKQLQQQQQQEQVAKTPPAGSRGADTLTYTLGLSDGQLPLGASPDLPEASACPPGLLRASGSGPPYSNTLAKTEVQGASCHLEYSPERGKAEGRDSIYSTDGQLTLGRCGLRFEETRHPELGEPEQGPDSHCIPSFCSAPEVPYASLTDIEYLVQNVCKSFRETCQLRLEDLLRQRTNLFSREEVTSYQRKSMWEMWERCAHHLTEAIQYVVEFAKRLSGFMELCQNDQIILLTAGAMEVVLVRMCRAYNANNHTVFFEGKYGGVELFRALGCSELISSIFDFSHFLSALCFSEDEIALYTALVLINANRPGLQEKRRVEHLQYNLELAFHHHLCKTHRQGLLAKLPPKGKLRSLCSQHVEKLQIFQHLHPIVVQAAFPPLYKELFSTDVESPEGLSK
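Drosophila S2 cells stably expressing Gal4-DBD/mouse RORγ fusion under metallothionein promoter plus UAS-luciferase; compound 1 h, then 700 uM CuSO4 induction for 20 h at ambient temperature; inhibition read as reduced luminescence.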
Tb PFK block = qHTS Assay to Find Inhibitors of T. brucei phosphofructokinase. T. brucei PFK, ADP-Glo luminescence. 0.17% of 330,000 active. Potency, µM (titrated, usually from 57.5 µM), for the others: at the top dose activity, negative = inhibition, most hits filed as inhibitors. ATP-dependent 6-phosphofructokinase (Trypanosoma brucei brucei), O15648;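 also: potency is read from the fitted curve at half-maximal effect; 0% = uninhibited 1x PFK enzyme wells and -100% = no-enzyme wells; nearly all actives have a fitted effect of over 60% in size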
Target sequence (O15648 whole entry, looked up): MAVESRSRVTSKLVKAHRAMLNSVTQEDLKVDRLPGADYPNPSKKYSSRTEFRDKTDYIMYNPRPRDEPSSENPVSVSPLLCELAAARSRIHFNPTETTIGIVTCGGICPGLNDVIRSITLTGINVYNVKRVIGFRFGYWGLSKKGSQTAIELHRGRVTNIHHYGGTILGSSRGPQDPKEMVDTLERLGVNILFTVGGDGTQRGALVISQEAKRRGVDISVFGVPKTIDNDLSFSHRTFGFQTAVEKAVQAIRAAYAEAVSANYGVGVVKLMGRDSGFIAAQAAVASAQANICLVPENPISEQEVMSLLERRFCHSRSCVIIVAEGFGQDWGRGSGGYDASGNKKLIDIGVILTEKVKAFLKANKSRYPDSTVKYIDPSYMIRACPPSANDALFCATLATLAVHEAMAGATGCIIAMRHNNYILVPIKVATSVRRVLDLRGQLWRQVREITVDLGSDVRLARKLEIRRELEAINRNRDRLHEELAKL
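1.25 nM PFK with 0.5 mM F6P and 0.1 mM ATP in 0.1 M TEA pH 8.0, 5 mM MgCl2, incubated 45 min at room temperature; ADP measured by ADP-Glo luminescence; compounds titrated up to 57 uM.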
NPC1 prom act = qHTS Assay for NPC1 Promoter Activators; Huh7 NPC1 promoter luciferase reporter, 24 h; Potency, µM (doses to about 9.22 µM), for the others: at the highest dose activation, actives largely listed as activators; AID 485313, 2010; 2.4% of 320,000 active;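 also: potency is read from the fitted curve at half-maximal effect; % of control where 0% means no effect; nearly all actives have a fitted effect of over 60% in size; reporter is driven by a mutant NPC1 promoter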
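Stable NPC1-promoter luciferase Huh7 line; cpd (DMSO) 24 h, 37 °C, 5% CO2; Amplite luciferase reagent 10 min RT; luminescence readout. qHTS format.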
ELG1 genotox = qHTS screen for small molecules that induce genotoxicity in human embryonic kidney (HEK293T) cells expressing luciferase-tagged ELG1; HEK293T ELG1-luciferase reporter, luminescence, 16 h; Potency, µM (highest dose often 46 µM), without a hit: top-dose activity change, positive = activation, hits mostly activators; 1.3% of 330,000 active; AID 504466, 2011; also: potency is read from the fitted curve at half-maximal effect; % of control where 0% means no effect; nearly all actives have a fitted effect of over 60% in size
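ELG1-luciferase HEK293T cells, 2,000/well; compound pinned in; 16 hr, 37 °C, 5% CO2; ONE-Glo, 30 min RT; luminescence on CCD imager.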
VP16 counter = VP16 counterscreen qHTS for inhibitors of ROR gamma transcriptional activity; Drosophila S2 Gal4-VP16 UAS-luciferase, luminescence, 20 h; Potency, µM (top dose mostly 53.6 µM), without a hit: at the highest dose activity, negative = inhibition, actives largely listed as inhibitors; 3.5% of 310,000 active; AID 2546, 2010;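 also: Gal4-VP16 expression switched on by copper sulfate through the metallothionein promoter; potency is read from the fitted curve at half-maximal effect; % is scaled to controls: 0 for no effect and ±100 for the full control effect; nearly all actives have a fitted effect of over 50% in size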
Rab9 promoter act = qHTS Assay for Rab9 Promoter Activators | Huh7 Rab9 promoter-luciferase reporter, luminescence, 24 h | Potency, µM (titrated, usually from 9.22 µM), inactives show top-dose activation, negative = inhibition, most hits filed as activators | 2.8% of 320,000 active | AID 485297, 2010; also: potency is read from the fitted curve at half-maximal effect; % of control where 0% means no effect; nearly all actives have a fitted effect of over 60% in size
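Using Huh7 cells stably transfected with Rab9 promoter–luciferase, compounds were incubated 24 h at 37 °C, 5% CO2; luciferase luminescence was read 10 min after reagent addition.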
Giardia killer = Small Molecules that selectively kill Giardia lamblia: qHTS; Giardia lamblia trophozoite viability; activity change, % at 7.66 µM, hits read low; 0.15% of 340,000 active; AID 540267, 2011; in the data active = activity change below about -80%; inconclusive = between about -30% and that limit;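 also: parasites exposed to compound for two days anaerobically before the ATP read; % is scaled to controls: 0 for no effect and ±100 for the full control effect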
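Anaerobic 48 hrs incubation at 37 deg C of 100 trophozoites/well with test compounds; ATPLite 1-Step luminescence, 15-30 min RT, reports cellular ATP as viability.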
KCNH2 3.1 inh = qHTS for Inhibitors of KCHN2 3.1: Mutant qHTS. activity change, % (tested at about 1.8 µM). U2OS KCNH2 3.1, thallium flux FluxOr; active compounds read low. Potassium voltage-gated channel subfamily H member 2, brain isoform KCNH2 3.1 (human). AID 720553, 2013. 0.95% of 340,000 active;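 active = maximum activity change below -70%; inconclusive = maximum activity change from -70% to -50%; inactive = maximum activity change above -50%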;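 also: thallium influx rate constant from kinetic fluorescence after stimulation buffer; % is scaled to controls: 0 for no effect and ±100 for the full control effect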
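U2OS cells transduced with KCNH2 3.1 mutant virus (1.77 x 10^8 /mL, 4 h), plated overnight at 37 C, loaded 45 min with FluxOr dye plus Red40 quencher. Thallium flux rate constant from kinetic reads after stimulation buffer, normalised to controls.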
FBPA coupling cs = qHTS Assay for Inhibitors of Fructose-1,6-bisphosphate Aldolase from Giardia Lamblia: Coupling assay counterscreen | coupling enzyme system counterscreen, AmpLite Red fluorescence | activity change, negative = inhibition, % at 58.2 µM, hits read low | 0.67% of 290,000 active; in the data active = activity change below about -30%; also: % is scaled to controls: 0 for no effect and ±100 for the full control effect
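Counterscreen lacking aldolase: glyceraldehyde-3-phosphate coupling-enzyme reagent preincubated 10 min at RT with compound (at 57.5 uM final), then substrate/coupling system with AmpLite Red added; fluorescence read at 525/598 nm after 20 min RT.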
uPA surface inh = qHTS for Inhibitors of Cell Surface uPA Generation; 0.31% of 330,000 active; AID 540303, 2011; Potency, µM (top dose mostly 38.3 µM), without a hit: at the highest dose activity change, negative = inhibition, actives largely listed as inhibitors; cell surface uPA generation assay, qHTS; active = well fitted inhibition curve with a large enough effect; inconclusive = small, poorly fitted or top-dose-only effect; inactive = no such curve, though single readings can be large or run the other way; tested in mouse RAW 264.7 cells; also: potency is read from the fitted curve at half-maximal effect; % is scaled to controls: 0 for no effect and ±100 for the full control effect; nearly all actives have a fitted effect of over 55% in size
FLuc counter = qHTS profiling assay for firefly luciferase inhibitor/activator using purifed enzyme and Km concentrations of substrates (counterscreen for miR-21 project) | Luciferin 4-monooxygenase (Photinus pyralis), P08659 | purified FLuc, Km substrates, luminescence inhibition | Potency, µM (highest dose often 57.5 µM), without a hit: at the top dose activity change, negative = inhibition, usual class: inhibitors | 6.9% of 360,000 active | AID 588342, 2011;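 also: potency is read from the fitted curve at half-maximal effect; plate controls were vehicle for no effect and reference inhibitor for full effect; nearly all actives have a fitted effect of over 55% in size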
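Biochemical qHTS of compounds, final roughly 60 µM downward over six points, against 10 nM purified firefly luciferase using Km concentrations of substrates (10 uM D-luciferin, 10 uM ATP) in Tris acetate pH 7.5 buffer; luminescence output.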
* marks the source's active call; other numbers are inactive results; ? = inconclusive; . = no result given; [ ] = dose if it differs, or a comment. Unless noted, calls follow the shape of the dose curve; as a rule, active = well fitted curve in the direction sought with a large enough effect; inconclusive = small, poorly fitted or top-dose-only effect, or another doubt; inactive = no such curve, though single readings can be large; an effect the other way counts as inactive or inconclusive. Compounds were not picked by outcome. Share with any hit: about 14%.

SMILES	RORg inh	Tb PFK block	NPC1 prom act	ELG1 genotox	VP16 counter	Rab9 promoter act	Giardia killer	KCNH2 3.1 inh	FBPA coupling cs	uPA surface inh	FLuc counter
O=C(NCc1ccc2c(c1)OCO2)c1ccc2snnc2c1	19.5%	-2.4%	-0.4%	-1.8%	16.8%	-1.8%	10.0	12.0	0.5	-7.4%	-3.4%
O=C(c1nc2ccc(Cl)cn2c1CNCC[C@@H]1C[C@@H]2C=C[C@H]1C2)N1CCCCCCC1	15.2%	1.6%	-10.3%	-8.2%	5.5%	-4.3%	-9.2	-2.7	-0.1	-9.6%	0.4%
Cc1cccc(N(C(=O)CCC(=O)Nc2cc(C)on2)C(C(=O)NC2CCCC2)c2ccncc2)c1 (stereo unspecified)	0.0%	18.4%	-3.6%	-0.7%	-2.2%	0.7%	-3.8	-14.8	3.0	-6.3%	2.1%
COc1cc(-n2nc(C)c3c2OC(N)=C(C#N)C3c2ccccc2)c(Cl)c(Br)c1O (stereo unspecified)	-15.7%	1.9%	-2.6%	-23.1%	-0.4%	3.2%	-11.2	0.6	5.9	-8.3%	?
CCc1ccc(N2CC(C(=O)Nc3ccc(S(=O)(=O)Nc4nccs4)cc3)CC2=O)cc1 (stereo unspecified)	5.0%	10.6%	-2.0%	-1.9%	-5.5%	4.1%	1.1	10.0	2.3	0.6%	-19.4%
CC(C)(C)c1cc(CCC(=O)NNC(=O)c2ccncc2)cc(C(C)(C)C)c1O	.	-2.9%	-0.4%	0.9%	.	-2.7%	38.0[activator]	-4.3	.	7.2%	?
CCC(C)C(=O)Nc1cc(C(=O)OC)ccc1C(=O)OC (stereo unspecified)	-1.9%	1.4%	-4.8%	18.4%	-1.6%	1.0%	2.1	7.5	1.5	.	-0.4%
CNc1cc(CS(=O)c2ccccc2)nc(-c2ccccc2)n1 (stereo unspecified)	-14.5%	1.0%	0.6%	0.4%	-8.7%	3.7%	-0.4	-17.0	7.4	-1.8%	0.6%
CCCCNc1nc2c(c(=O)[nH]c(=O)n2C)n1CCOc1ccccc1	39.3%	0.6%	-2.4%	5.8%	-3.0%	-9.4%	3.8	1.4	1.7	.	-0.3%
COc1cc(-c2nnc(SCC(=O)c3cc(C)n(CC4CCCO4)c3C)o2)cc(OC)c1OC (stereo unspecified)	27.9%	5.2%	0.3%	-0.4%	-7.4%	-1.3%	6.5	3.7	-11.4	2.8%	?
C/C(=N\N=C1\NC(=O)C(Cc2ccccc2)S1)c1ccccc1 (stereo unspecified)	10µM*	1.2%	-0.8%	-14.3%	-24.3%	1.0%	-16.3	8.8	2.6	-8.8%	?
O=S(=O)(NCC1CCCO1)c1ccccc1 (stereo unspecified)	-4.7%	-0.9%	-3.8%	-0.1%	-10.9%	4.3%	-3.0	6.9	1.3	-1.2%	3.1%
COc1ccc(NC(=O)CSc2nnc(N)s2)c([N+](=O)[O-])c1	-11.7%	-4.3%	8.3%	0.6%	8.4%[10 µM]	-4.4%	-0.7	3.7	1.3	2.0%	7.6%
CC(NC(=O)c1cc(Br)ccc1Br)c1ccccc1 (stereo unspecified)	-11.8%	-6.2%	-0.4%	-1.6%	0.4%	-14.1%	.	.	-0.1	.	0.0%
CCc1noc(C)c1C(=O)Nc1nc2c(C)cccc2s1	.	-3.7%	2.7%	0.8%	.	0.9%	11.8	2.0	.	-4.6%	?
Cc1ccc(C(=O)NC(=S)Nc2ccc3[nH]c(=O)[nH]c3c2)cc1C	16.4%	-1.9%	-3.4%	4.2%	3.0%	-0.7%	-13.7	1.3	-0.8	1.3%	1.0%
Cc1ccc(C(=O)NNC(=O)CSc2nc(N)cc(N)n2)cc1	-8.9%	1.6%	-5.7%	1.1%	-1.8%	1.0%	-5.8	0.1	-2.0	5.4%	4.1%
O=C(COC(=O)c1ccc(Cl)nc1)Nc1ccc2c(c1)OCCO2	.	-4.3%	-0.8%	6.7%	.	-3.4%	0.0	-2.4	.	5.5%	-3.5%
Cc1c(C(=O)Nc2ccccc2F)cnn1-c1ccccc1	-0.8%	-7.7%	2.51µM*	8.2µM*	-14.6%	1.41µM*	-2.7	11.5	0.0	?	5.36µM*
CN(C)C(CNC(=O)CCNC(=O)c1ccc(Br)cc1)c1ccco1 (stereo unspecified)	.	0.0%	0.4%	1.1%	.	-1.4%	3.1	-4.9	.	-1.5%	5.8%
CCOc1ccc(CN2C(=O)c3ccccc3C2=O)cc1C(=O)O	0.1%	0.5%	-3.3%	4.3%	1.4%	-2.5%	-12.2	-4.5	0.5	-1.8%	3.6%
c1ccc(-c2ccccc2OCCCN2CCCC2)cc1	3.9%	-2.0%	-3.2%	-8.7%	1.0%	0.2%	-9.9	-19.3	-1.0	1.6%	2.3%
CCOC(=O)CSc1nc2c(sc(=S)n2-c2ccc(OCC)cc2)c(=O)[nH]1	-1.9%	-1.6%	-3.4%	-2.9%	-10.2%	3.1%	-4.5	16.4	0.4	2.9%	?
CN(C)/C=N/c1nc2nccc(-c3ccc(F)cc3)n2n1	-8.1%	-1.1%	1.8%	5.9%	3.8%	-2.0%	11.3	31.4	-0.5	1.6%	-2.7%
COC(=O)c1cc(C#N)c(OC)nc1C	?	-4.9%	-2.4%	-0.2%	-11.2%	0.6%	-5.1	4.4	2.5	-2.2%	4.1%

Next part:
SMILES	RORg inh	Tb PFK block	NPC1 prom act	ELG1 genotox	VP16 counter	Rab9 promoter act	Giardia killer	KCNH2 3.1 inh	FBPA coupling cs	uPA surface inh	FLuc counter
CC(=O)N=C(N)Sc1nc2ccccc2[nH]1	-2.6%	-1.6%	2.51µM*	?	-4.8%	3.98µM*	0.7	-8.1	0.5	-3.9%	15.1µM*
O=C(CO/N=C/c1ccc2c(c1)OCO2)Nc1cccc(Br)c1	-3.2%[10 µM]	0.5%	1.2%	0.7%	-4.5%	2.2%	-9.7	-10.0	-0.7	-1.9%	2.5%
CC1(C)NC(=O)N(CC(O)COC2CCCCC2)C1=O (stereo unspecified)	9.5%	-5.3%	2.5%	-3.7%	0.0%	-2.1%	5.4	8.8	3.5	1.1%	-0.5%
Cc1c(Cl)cccc1-n1c(SCC(=O)N2CCC(C(=O)O)CC2)nc2ccccc2c1=O	2.7%	0.9%	0.4%	-1.8%	20.9%	2.2%	-0.9	6.6	-0.5	2.0%	2.0%
COc1ccc(-c2cn[nH]c2C)cc1	0.9%	-7.4%	4.9%	-7.3%	0.5%	-3.1%	-12.2	14.0	2.3	-1.9%	-8.6%
CN(CC(=O)NCc1cccnc1)S(=O)(=O)c1ccccc1	2.5%	-1.6%	-4.8%	-1.6%	-1.9%	-1.8%	-16.1	-20.8	-1.0	5.5%	0.5%
COC(=O)[C@]1(CC(C)C)N[C@H](c2ccc(-c3ccccc3)cc2)[C@@H]2C(=O)N(C)C(=O)[C@@H]21	.	-1.8%	.	-4.9%	.	.	10.8	1.2	.	2.9%	.
COc1ccc(CNc2ccc3c(c2)ncn3-c2ccccc2OC)cc1	17.8µM*	-1.3%	-1.5%	-11.1%	?	0.3%	-1.6	-27.0	2.6	3.9%	?
COc1ccc(CCNc2nc(=O)[nH]nc2C)cc1OC	1.8%	-4.2%	1.3%	-1.0%	-3.9%	-1.7%	1.9	-12.5	2.2	1.8%	6.8%
COc1ccc(OC)c(NC(=O)Cn2nc(C)c3ccccc3c2=O)c1	7.5%	0.3%	-1.0%	-1.1%	-5.1%	0.2%	9.9	31.1	0.6	-7.9%	-1.4%
COc1ccccc1NS(=O)(=O)c1cccc(C(=O)NCc2ccccn2)c1	14.0%	-2.0%	-2.7%	-3.5%	2.7%	-3.8%	-4.3	5.9	2.5	1.4%	-1.5%
O=C(NC(=S)Nc1ccc(S(=O)(=O)N2CCOCC2)cc1)c1ccccc1[N+](=O)[O-]	-8.8%	13.1%	-6.3%	2.9%	-3.4%	-0.5%	11.2	6.9	3.5	-2.2%	2.7%
CC[C@]12c3[nH]c4ccccc4c3CCN1C(=O)C(CC(=O)NCCCOC)C[C@@H]2C(=O)N1CCN(C(=O)c2ccco2)CC1 (stereo partly specified)	.	4.6%	.	2.1%	.	.	-21.4	5.9	.	12.1%	.
